From PubChem
NadD inh: inhibitors of S. aureus NadD, primary screen, biochemical, colorimetric, uHTS | inhibition, % at 20 µM | AID 602399, 2012 | purified NadD enzyme, colorimetric absorbance read-out | 360,000 compounds, 0.78% hits | Nicotinate-nucleotide adenylyltransferase NadD (Staphylococcus aureus N315); in the data active means inhibition above about 26%; further: some compounds past the cut are filed as inactive
Scp1 inh: Scp-1 phosphatase inhibitors, primary screen, biochemical, colorimetric, uHTS; Carboxy-terminal domain RNA polymerase II polypeptide A small phosphatase 1 (Homo …; inhibition, % at 20 µM; 340,000 compounds, 0.88% hits; Recombinant Scp1, phosphopeptide, malachite green phosphate absorbance; AID 493091, 2011;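 active means inhibition above about 50% at 20 µM, limit read from the data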;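 further: plate controls were DMSO wells with enzyme for no effect and wells lacking enzyme for full effect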
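Test system: SCP-1 catalytic domain; Buffer or medium: Acidic Tris acetate buffer with magnesium and detergent; Also added: Phosphorylated 17-residue peptide substrate; Compound: single 20 µM dose, 1% DMSO; Schedule: enzyme reaction 45 min at room temperature, colour 5 min, stabilisation 30 min; Signal: Phosphate-binding colour reagent, absorbance read at 630 nm.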
SUMO1-SIM PPI: modulators of SUMO1 protein-protein interactions, primary screen, biochemical, uHTS; Small ubiquitin-related modifier 1 (Homo sapiens), P63165; 360,000 compounds, 0.33% hits; inhibition, % at 20 µM; SUMO1 binding to a labelled peptide, TR-FRET, 1 h; AID 602429, 2012; in the data active means inhibition above about 37%
STEP block: STEP phosphatase inhibitors, primary screen, biochemical, fluorescence intensity, uHTS | AID 588621, 2011 | recombinant STEP, OMFP fluorogenic substrate | inhibition, % at 20 µM | Tyrosine-protein phosphatase non-receptor type 5 (Homo sapiens), P54829 | 360,000 compounds, 0.25% hits;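 active means inhibition at 20 µM, scaled per plate between control wells, above about 37%, limit read from the data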;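 further: 0% = DMSO with enzyme and substrate and 100% = substrate only without enzyme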
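Assay system: isolated STEP enzyme. Buffer or medium: pH 6.0 Bis-Tris with DTT and Tween 20. Also added: fluorogenic phosphatase substrate OMFP at 25 µM final. Dosing: 20 µM, 1% DMSO. Timing: 20 min reaction, room temperature, in the dark. Measured by: fluorescence intensity, excitation 480 nm, emission 540 nm. Evaluation: normalized % inhibition.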
DNMT1 block: human DNMT1 methyltransferase inhibitors, primary screen, biochemical, molecular beacon, fluorescence, HinP1I cleavage, uHTS; DNA (cytosine-5)-methyltransferase 1 (Homo sapiens), P26358; inhibition (reported as % activation of signal), % at 10 µM; 360,000 compounds, 0.83% hits; AID 588458, 2011; in the data active means inhibition above about 50%
Neddyl block: inhibitors of cullin neddylation, primary screen, biochemical, TR-FRET, uHTS, NAE and Ubc12 | NEDD8-conjugating enzyme Ubc12 (Homo sapiens) + NEDD8-activating enzyme E1 regulatory … | calls only at 25 µM | 360,000 compounds, 0.58% hits | AID 651699, 2012; in the data active means inhibition above about 36%
Rin1 Abl inh: inhibitors of Rin1-Abl protein binding, primary screen, biochemical, TR-FRET; Tyrosine-protein kinase ABL1 (Homo sapiens) + Ras and Rab interactor 1 (Homo sapiens), …; inhibition, % at 7.35 µM; 360,000 compounds, 0.4% hits; AID 588664, 2011; in the data active means inhibition above about 5%, passing the limit was not always enough
Target sequence (P00519 whole entry, looked up): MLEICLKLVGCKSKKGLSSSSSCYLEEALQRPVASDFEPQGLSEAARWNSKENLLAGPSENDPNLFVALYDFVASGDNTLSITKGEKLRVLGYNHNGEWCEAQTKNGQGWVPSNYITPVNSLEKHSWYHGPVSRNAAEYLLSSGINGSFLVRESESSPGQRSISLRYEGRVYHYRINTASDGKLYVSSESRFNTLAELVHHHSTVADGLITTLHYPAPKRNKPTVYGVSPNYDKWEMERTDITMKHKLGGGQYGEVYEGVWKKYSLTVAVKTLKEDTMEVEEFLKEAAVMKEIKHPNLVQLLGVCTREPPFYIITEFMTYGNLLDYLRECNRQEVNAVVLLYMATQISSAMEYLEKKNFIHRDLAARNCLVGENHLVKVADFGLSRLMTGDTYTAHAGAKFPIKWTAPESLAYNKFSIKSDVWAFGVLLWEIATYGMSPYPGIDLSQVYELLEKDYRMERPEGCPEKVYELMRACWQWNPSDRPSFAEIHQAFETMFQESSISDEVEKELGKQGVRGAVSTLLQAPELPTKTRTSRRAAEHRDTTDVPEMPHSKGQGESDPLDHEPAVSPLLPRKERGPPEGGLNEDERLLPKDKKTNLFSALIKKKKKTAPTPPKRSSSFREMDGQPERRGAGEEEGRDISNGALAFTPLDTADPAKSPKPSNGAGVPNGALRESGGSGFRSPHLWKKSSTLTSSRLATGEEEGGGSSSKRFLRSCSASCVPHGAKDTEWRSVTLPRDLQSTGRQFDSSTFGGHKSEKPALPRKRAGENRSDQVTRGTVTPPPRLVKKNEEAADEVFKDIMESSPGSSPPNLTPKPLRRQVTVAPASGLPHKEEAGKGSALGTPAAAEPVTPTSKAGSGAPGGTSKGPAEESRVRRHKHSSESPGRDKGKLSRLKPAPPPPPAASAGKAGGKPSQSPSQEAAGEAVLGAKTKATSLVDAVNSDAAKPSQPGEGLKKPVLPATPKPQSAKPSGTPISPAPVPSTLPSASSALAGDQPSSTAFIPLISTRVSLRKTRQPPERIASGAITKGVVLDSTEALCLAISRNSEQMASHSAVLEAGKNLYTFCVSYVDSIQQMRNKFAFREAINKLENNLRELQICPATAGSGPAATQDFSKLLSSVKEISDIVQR
Target sequence (Q13671 whole entry, looked up): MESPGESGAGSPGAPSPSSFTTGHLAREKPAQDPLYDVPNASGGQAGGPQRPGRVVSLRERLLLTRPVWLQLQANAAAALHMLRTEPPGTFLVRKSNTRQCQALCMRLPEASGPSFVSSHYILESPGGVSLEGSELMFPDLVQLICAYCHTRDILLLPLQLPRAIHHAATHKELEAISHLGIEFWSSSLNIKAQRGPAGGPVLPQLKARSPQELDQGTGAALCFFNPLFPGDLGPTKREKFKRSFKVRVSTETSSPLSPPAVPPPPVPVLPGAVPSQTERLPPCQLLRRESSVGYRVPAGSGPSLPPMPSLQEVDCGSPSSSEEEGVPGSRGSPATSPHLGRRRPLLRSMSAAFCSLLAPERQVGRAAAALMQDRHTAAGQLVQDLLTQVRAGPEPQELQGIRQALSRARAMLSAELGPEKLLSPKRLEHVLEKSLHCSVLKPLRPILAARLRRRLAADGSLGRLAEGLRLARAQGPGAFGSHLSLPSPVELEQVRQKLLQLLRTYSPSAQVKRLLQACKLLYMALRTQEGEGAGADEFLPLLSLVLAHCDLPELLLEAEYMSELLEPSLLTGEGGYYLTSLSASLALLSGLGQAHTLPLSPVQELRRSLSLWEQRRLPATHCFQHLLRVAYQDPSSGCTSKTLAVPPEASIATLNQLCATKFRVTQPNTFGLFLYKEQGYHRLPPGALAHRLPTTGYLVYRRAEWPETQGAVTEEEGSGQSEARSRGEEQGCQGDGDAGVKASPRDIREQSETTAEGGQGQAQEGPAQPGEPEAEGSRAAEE
CSN deneddyl inh: inhibitors of CSN-mediated cullin deneddylation, primary screen, biochemical, fluorescence polarization, uHTS | 360,000 compounds, 0.38% hits | inhibition, % at 12.5 µM | Purified CSN, SCF-Nedd8-OG deneddylation | COP9 signalosome complex subunit 5 (Homo sapiens), Q92905;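 active means pattern-corrected inhibition above about 35%, with an unprinted fluorescence ratio check between 0.5 and 1.5, limit read from the data, passing the limit was not always enough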;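 further: 0% = enzyme with substrate and 100% = substrate without enzyme; some results filed as inactive read as strong as hits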
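assay system = purified human Csn5 enzyme expressed in HEK293T cells | amount = 0.24 nM enzyme | buffer or medium = Tris/NaCl/DTT buffer, pH 7.5 | reagent = 10 nM SCFSkp2-Nedd8OG | compound = one concentration, 12.5 µM, 0.25% DMSO | times = 90 min reaction at room temperature | signal = FP | read-out basis = % inhibition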
LMPTP inh: LMPTP phosphatase inhibitors, primary screen, biochemical, fluorescence intensity, uHTS; inhibition, % at 20 µM; 360,000 compounds, 0.22% hits; AID 651560, 2012; recombinant LMPTP-A, OMFP fluorogenic substrate; Low molecular weight phosphotyrosine protein phosphatase (Homo sapiens), P24666;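 active means compounds that cut the enzyme signal by at least half of the control window in the single-dose screen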;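 further: plate controls were DMSO wells with enzyme plus substrate for no effect and substrate without enzyme for full effect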
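material = LMPTP-A | quantity = 0.625 nM enzyme | reagent = OMFP substrate, 400 µM final | buffer or medium = Bis-Tris pH 6.0, DTT, detergent | detection = endpoint fluorescence intensity from OMFP dephosphorylation | dosing = single 20 µM dose | read-out basis = % inhibition relative to no-enzyme and uninhibited control wells | control set = no-enzyme and uninhibited controls | timing = 50 min at room temperature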
Rpn11 block: Rpn11 (PSMD14) deubiquitinase inhibitors, primary screen, biochemical, fluorescence polarization, uHTS | 26S proteasome non-ATPase regulatory subunit 14 (Homo sapiens), O00487 | human 26S proteasome, Ub4-pepOG fluorescence polarization; 20S core pre-blocked with epoxomicin | calls only at 20 µM | 360,000 compounds, 0.59% hits | AID 588493, 2011;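 active means inhibition at 20 µM, scaled to each plate's controls, above about 33%, limit read from the data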
Numbers without * were called inactive; i = inactive; / = not tested or not shown. Rows were taken by chance; overall some 3.8% were active at least once.

SMILES	NadD inh	Scp1 inh	SUMO1-SIM PPI	STEP block	DNMT1 block	Neddyl block	Rin1 Abl inh	CSN deneddyl inh	LMPTP inh	Rpn11 block
COc1ccc(C2c3ccc(O)cc3Oc3ncn(CCCO)c(=N)c32)cc1OC (stereo not given)	3	1	-8	0	12	i	-6	-78	2.0	i
CCN=C1SC(CC(=O)NC(C)c2ccccc2)C(=O)N1CC (stereo not given)	-1	-8	-1	0	-2	i	-3	7	-0.8	i
O=C(O)CCCCCN1C(=O)C(O)=C(C(=O)/C=C/c2ccccc2)C1c1ccccc1[N+](=O)[O-] (stereo not given)	-7	-4	-4	3	-6	i	1	-1	2.1	i
Cc1ccc(C(=O)NCC(=O)NCC(=O)OCc2ccc(Cl)cc2)cc1	0	-6	0	-2	0	i	-1	1	-1.8	i
CCn1c(=O)cc(OCC(=O)O)c2ccccc21	-3	-4	1	0	2	i	1	-1	-0.8	i
COc1ccccc1NCC(=O)NNCC(=O)Nc1ccc(F)c(Cl)c1	1	-3	-3	0	-2	i	-1	8	0.2	i
CC1S/C(=C(\C#N)C(=O)NCc2ccco2)N(c2ccc(F)cc2)C1=O (stereo not given)	-2	-8	0	-1	-1	i	2	1	-1.0	i
CNC(=O)C(=O)Nc1nc(C23CC4CC(CC(C4)C2)C3)cs1	-1	3	-2	1	3	i	7	4	0.6	i
Nc1nnc(SCC(=O)NC2CCCCC2)s1	3	-5	1	-3	-1	i	-3	0	-0.2	i
CCOC(=O)N1CCN(S(=O)(=O)c2ccc(C(=O)Nc3sc4c(c3C#N)CC(C)(C)NC4(C)C)cc2)CC1	-8	-2	-10	-2	-3	i	0	-1	0.1	i
COc1ccc(-n2c(SCC(=O)N3CCC(C(=O)O)CC3)nc3ccccc3c2=O)cc1OC	1	5	5	-1	1	i	-1	-2	-1.7	i
Cc1cc(NC(=O)Cc2c(F)cccc2Cl)no1	-5	-7	3	-1	-1	i	-1	0	-1.4	i
COc1cc(C(=O)NCC(=O)N/N=C(\C)Cc2ccccc2)cc(OC)c1OC	-4	1	5	0	-3	i	-1	-5	0.6	i
O=C(NC12CC3CC(CC(C3)C1)C2)c1c(Cl)cccc1Cl	0	0	-1	1	1	i	-2	0	-1.9	i
COc1ccc(C2C(C#N)=C(N)OC3=C2C(=O)CCC3)cc1Cn1nc(C)c([N+](=O)[O-])c1C (stereo not given)	0	3	-2	-1	-4	i	0	-6	1.2	i

Laid out differently: results already given.
SMILES | NadD inh | Scp1 inh | SUMO1-SIM PPI | STEP block | DNMT1 block | Neddyl block | Rin1 Abl inh | CSN deneddyl inh | LMPTP inh | Rpn11 block
Cc1ccc(C(=O)NCC(=O)NCC(=O)OCc2ccc(Cl)cc2)cc1 | 0 | -6 | 0 | -2 | 0 | i | -1 | 1 | -1.8 | i
CCn1c(=O)cc(OCC(=O)O)c2ccccc21 | -3 | -4 | 1 | 0 | 2 | i | 1 | -1 | -0.8 | i
COc1ccccc1NCC(=O)NNCC(=O)Nc1ccc(F)c(Cl)c1 | 1 | -3 | -3 | 0 | -2 | i | -1 | 8 | 0.2 | i

Following part:
SMILES	NadD inh	Scp1 inh	SUMO1-SIM PPI	STEP block	DNMT1 block	Neddyl block	Rin1 Abl inh	CSN deneddyl inh	LMPTP inh	Rpn11 block
COc1cc(/C(C)=N\NC(N)=S)cc(OC)c1OC	3	1	2	-2	-1	i	4	3	0.3	i
CCN(CC(=O)Nc1ccccc1C(F)(F)F)C(=O)c1cc2c(s1)CCCCC2	-1	-5	0	-1	1	i	0	4	0.6	i
COc1ccccc1CNc1cc(C)ccc1C	5	-2	-3	-3	1	i	5	2	0.4	i
O=C(NCCc1ccc(Cl)cc1Cl)c1cncc(Br)c1	-9	-10	1	-1	2	i	4	3	-0.2	i
O=C(CN1CCN(c2ccccn2)CC1)Nc1ccc(Oc2ccccc2)cc1	-6	-2	0	2	-19	i	-1	-2	2.4	i
COCCNC(=O)c1cccc(NS(=O)(=O)c2cccc3cccnc23)c1	0	-5	1	4	0	i	-4	-10	-2.1	i
COc1ccc(NC(=O)CSc2nnc(NC(=O)C3CC3)s2)cc1OC	-11	-8	1	0	3	i	-1	3	0.4	i
CCOC(=O)c1sc(=NC(=O)c2ccc(Cl)s2)n(C)c1C	-3	-12	-4	-1	30	i	-1	10	0.3	i
CCN(CC(=O)Nc1ccc(OC)cc1)CC(=O)Nc1cccc(C#N)c1	0	-7	-1	-2	-2	i	2	4	0.7	i
COc1ccc(NC(=O)C2CC(=O)OC2(C)C)cc1 (stereo not given)	5	-5	-1	-2	-1	i	0	0	-1.3	i
O=C(CSc1cn[nH]n1)Nc1ccc(Cl)cc1Cl	2	-5	2	-2	3	i	1	0	-1.2	i
O=C(NCc1ccco1)/C(=C/C=C\c1ccccc1)NC(=O)c1ccc(Br)o1	-2	-2	-14	-1	4	i	-2	-5	0.3	i
CCN(CC(=O)NCc1cccs1)C(=O)c1cccc(S(=O)(=O)Nc2cccc(C)c2)c1	-6	-2	7	-1	2	i	6	-4	0.1	i
COc1ccccc1C(=O)NCCCNc1ccc([N+](=O)[O-])cc1	-3	-3	-3	-2	5	i	0	-1	-1.5	i
COc1ccccc1N(CC(=O)NCCSC(C)(C)C)S(C)(=O)=O	2	-1	-1	-2	0	i	-3	-6	-0.9	i
COc1cc(/C=C/C(=O)OCC(=O)c2ccc3c(c2)NC(=O)CO3)ccc1OC(F)F	20	2	1	0	34	i	-1	3	6.4	i
CC1=C(C)CC(C(=O)NCc2ccccc2F)C(C(=O)O)C1 (stereo not given)	13	/	5	-1	4	i	-1	4	0.3	i
CSc1cccc(NC(=O)CN(C)S(=O)(=O)c2ccccc2)c1	-2	-6	-1	2	-4	i	0	3	0.1	i
CCc1ccccc1NC(=S)N(CCN1CCOCC1)C1CCN(C(C)=O)CC1	-2	-5	1	8	1	i	-2	-1	-1.2	i
COc1ccc(C(Nc2cccc([N+](=O)[O-])c2)P(=O)(OC(C)C)OC(C)C)cc1 (stereo not given)	-5	-15	-8	1	-5	i	0	-2	2.9	i
Cc1c(Cc2ccccc2)c(=O)oc2c(C)c(OCC(=O)NCC3CCC(C(=O)O)CC3)ccc12 (stereo not given)	11	85*	5	65*	-2	/	-1	2	46	i
CC(Cc1ccccc1)NC(=O)CCCN1C(=O)c2ccccc2C1=O (stereo not given)	0	-10	-7	0	-1	i	3	3	-1.4	i
CSC(=NNC(=O)c1ccccc1O)SC	-3	1	1	1	-1	i	1	2	0.0	i
COc1cc(C(=O)N2CCN(S(=O)(=O)c3cc(C)ccc3C)CC2)ccc1OCC(=O)N1CCOCC1	0	-3	1	-2	0	i	3	-1	-0.2	i
CC(=O)Nc1cccc(NC(=O)c2ccccc2OCc2c(C)noc2C)c1	2	-2	1	0	1	i	-4	1	-1.4	i
COc1ccc(NC(=O)CSc2nnnn2C2CC3C=CC2C3)cc1 (stereo not given)	-6	-8	2	1	-1	i	-1	0	0.4	i
CC(C)(C)C(=O)COC(=O)CNC(=O)c1ccc(Oc2ccccc2)cc1	-3	-9	-3	0	0	i	-5	0	-1.1	i
COc1ccc(C(=O)n2cnnc2N)cc1	-1	-10	1	-1	1	i	-1	-4	-1.3	i
CCCCN(C(=O)CSc1nnc(Nc2ccccc2)s1)c1c(N)n(CCC)c(=O)[nH]c1=O	-6	-19	-1	-2	4	i	-1	-6	2.9	i
COc1ccc(Cc2nnc(NC(=O)c3c(-c4ccccc4)noc3C)s2)cc1OC	4	/	3	2	0	i	1	3	1.0	i
CCOC(=O)C(NC(C)=O)(OCc1ccc(F)cc1)C(F)(F)F (stereo not given)	3	-11	-1	3	1	i	1	-3	2.3	i
Cc1c(C#N)c(SCC(N)=O)nc2c1CCCC2	4	-12	2	-1	4	i	2	0	-1.3	i
O=C(C1CCC1)N1CCc2cc(S(=O)(=O)NCCCN3CCCCC3)ccc21	-4	-6	-1	-2	-1	i	-1	-5	1.7	i
O=C(NCCc1ccc(F)cc1)Nc1ccccc1Cl	-5	-13	6	2	2	i	-2	-1	0.4	i
CCOc1ccc(NC(=O)CN(C)C(=O)CN2C(=O)c3ccc([N+](=O)[O-])cc3C2=O)cc1OCC	2	-10	-26	3	4	i	-1	-2	-0.2	i
Cc1ccc(S(=O)(=O)NCCC(=O)NC2CCCC2)cc1	-3	-11	1	-3	-4	i	0	6	-0.9	i
COc1ccc2occ(NC(C)=O)c2c1	-6	-4	-2	3	3	i	-1	3	-1.7	i
CCOC(=O)C(=O)C1=C(N2CCOCC2)/C(=C\c2cccc([N+](=O)[O-])c2)CC1	-6	-12	-1	-3	2	i	-2	-6	-2.3	i
COc1ccc(-n2c(SCC(=O)/C(C#N)=C(\C)N)nc3ccccc3c2=O)cc1OC	1	0	-41	-3	-1	i	-3	0	0.1	i
CCOC(=O)N1CCN(C(=O)C2CCN(S(=O)(=O)c3ccc(NC(C)=O)cc3)CC2)CC1	4	-3	4	-2	-2	i	2	2	-1.1	i
C[C@H](O)[C@@H]1C(=O)N2CCc3ccc(N4CCOCC4)cc3[C@@H]2C[C@@H]1N(C)C(=O)C(C)(C)C	12	-12	-4	3	-2	i	1	-4	-0.9	i
COc1ccccc1NC(=O)NCCN1CCN(c2cccc(Cl)c2)CC1	-3	-7	2	2	0	i	0	4	-1.8	i
CCOc1ccc(N(CC(=O)NCc2ccc(F)cc2)S(=O)(=O)c2c(C)noc2C)cc1	-5	-3	4	0	-3	i	-1	-3	-0.7	i
CCN1CCN(c2nc(C)nc3c2sc(=S)n3C)CC1	0	-4	1	93*	-1	i	5	1	2.9	i
